# Yfh1-depleted yeast: enhancers of respiration in Yfh1-depleted yeast, dose response, Friedreich's ataxia, plus single-dose screen (AID 1465); S. cerevisiae Yfh1-off respiration, WST-1 reduction, 72 h; higher fold induction means a stronger effect; fold induction at 50 µM; hits with a dose series show EC50 in µM; 0.074% of 220,000 active;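 active = fold induction of absorbance versus untreated yeast above a set limit, then at least 30% activation at any dose in follow-up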;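 also: activators that raise dye reduction in frataxin-depleted yeast; strong numbers were not always called active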
# T cell modulator: T cell immune modulation candidate. 2C CD8+ T cell-vesicle binding, flow cytometry; active compounds read low. calls only at 7 µM. 0.068% of 330,000 active;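 active = response, share of CD8 T cells binding vesicles, and their 90th percentile fluorescence all below set limits, cut at about 80% in these data, passing the limit was not always enough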
#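 Benchmarks: naked versus QL9-loaded vesicles / Assay system: purified 2C TCR transgenic mouse naive CD8+ T cells / Technique: high-throughput flow cytometry with anti-B7-1 and anti-CD8 staining / Timing: Cell–vesicle co-incubation 1.5 h at 37 °C, staining 20 min on ice / Read-out: percent CD8+ FL2 mean versus row control / Probe or stimulus: QL9-loaded Drosophila micro-vesicles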
# T cell modulator vesicle-bound %: second read-out of T cell modulator, no call of its own (marks repeat the call); double positive events, %; measured here: CD8+ vesicle-bound cell fraction;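 binding gate set so that unloaded-vesicle control wells show 10% double positive cells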
# An asterisk follows results filed as active; i = inactive; + = active, no number; & = joins results of further samples.
no.	molecule	Yfh1-depleted yeast	T cell modulator	T cell modulator vesicle-bound %
1	O=C1c2ccccc2S(=O)(=O)c2cc(C(=O)N3CCN(c4ncccn4)CC3)ccc21	i	i	25
2	C#C[C@]1(O)CC[C@H]2[C@@H]3CCC4=Cc5oncc5C[C@]4(C)[C@H]3CC[C@@]21C	i	i	64
3	O=C(NCc1ccc(OC(F)(F)F)cc1)c1ccc2c(c1)S(=O)(=O)c1ccccc1C2=O	i	i	18
4	CCCCCCCCN1[C@@H](CC(=O)OCC)c2cc(C(F)(F)F)ccc2S1(=O)=O	i	i	10
5	CCCCC1=CC2=CC(=O)C(C)(OC(=O)CCC(=O)OC)C(=O)C2=CO1 (stereo unspecified)	i	i	21
6	NC(=O)C1=C[C@@H](C2CCCCC2)C[C@@H](OCc2ccc(CO)cc2)O1	i	i	8
7	CC(=O)Oc1cc(O)c2c(=O)c(OC(C)=O)c(-c3ccc(OC(C)=O)c(OC(C)=O)c3)oc2c1	i	+	14*
8	O=C(Nc1ccccc1)[C@@H]1CC=C[C@@H]2CCN(Cc3ccc(Cl)c(Cl)c3)C(=O)[C@@H]21	i	i	19
9	CC1=C(N2CCOCC2)CCC1=O	i	i	46
10	CC(=O)C[C@H]1c2cc(C(F)(F)F)ccc2S(=O)(=O)N1C1CCCC1	i	i	41
11	COCCNC(=O)C1Nc2ccc(OC(F)(F)F)cc2C2C=CCC12 (stereo unspecified)	i	i	24
12	CCCCCN(CCCCC)C(=O)C(CCC(=O)O)NC(=O)c1ccc(Cl)c(Cl)c1 (stereo unspecified)	i	i	28
13	COc1cc2oc3cc(C#Cc4ccc(N)cc4)ccc3c(=O)c2cc1OC	i	i	18
14	C=C1CCN([C@@H](CC(C)C)C(=O)Nc2ccc(OC)cc2)S(=O)(=O)c2ccccc21	i	i	22
15	COCOc1cc(O)c(C(=O)/C=C/c2ccccc2)c(OCOC)c1	i	i	21
16	C[C@H](NC(CCc1ccccc1)C(=O)O)C(=O)N1CCC[C@H]1C(=O)O (stereo partly specified)	i	i	43
17	CCOC(=O)C1Nc2c(cc(C(F)(F)F)cc2[N+](=O)[O-])C2c3ccccc3CC12 (stereo unspecified)	i	i	22
18	CCOC(=O)C1Nc2ccc(C(F)(F)F)cc2C2C=CCC12 (stereo unspecified)	i	i	18
19	FC(F)(F)c1ccccc1C1=CC(c2ccccc2)n2ncnc2N1 (stereo unspecified)	i	i	38
20	O=C(c1ccc(C(F)(F)F)cc1)N1CCC(=O)N(C(CO)Cc2ccccc2)CC1 (stereo unspecified)	i	i	22
21	O=C(O)c1cc(-c2ccccc2)nn1CC1CC(c2cccnc2)=NO1 (stereo unspecified)	i	i	48
22	CC(C)(C)NCC(O)COc1cccc2[nH]c(=O)[nH]c12 (stereo unspecified)	i	i	28
23	CC(C)(C)NC(=O)[C@@H]1C[C@@H]2CCCC[C@@H]2CN1C[C@@H](O)[C@H](Cc1ccccc1)NC(=O)[C@H](CC(N)=O)NC(=O)c1ccc2ccccc2n1	i	i	58&21
24	CC(C)(C)OC(=O)N1CCC2(CC1)Oc1ccc(Cl)cc1C(=O)C21CC(c2ccc(Cl)cc2)=NO1 (stereo unspecified)	i	i	6
25	O=C1CCC[C@H]2c3[nH]c4ccccc4c3CCN12	i	i	17
26	COc1ccc(CNC(=O)C2(CC3CC(c4ccccc4)=NO3)CCNCC2)cc1 (stereo unspecified)	i	i	13
27	Nc1ccc(C(=O)O)cc1	i	i	19&28&37
28	COc1ccc(C(=O)c2c(-c3ccc(OC)cc3)oc3ccc(-c4ccc(OC)nc4)cc23)cc1	i	i	10
29	NC(Cc1c[nH]c2ccccc12)C(=O)Nc1ccccc1 (stereo unspecified)	i	i	32
30	O=C(NCc1cccnc1)[C@@H]1CC=C[C@@H]2CCN(Cc3ccccc3)C(=O)[C@@H]21	i	i	8
31	COC(=O)C[C@H]1c2cc(C(F)(F)F)ccc2S(=O)(=O)N1C(C)(C)C	i	i	6
32	O=C(NCc1ccccc1)C1=C[C@@H](c2ccc3c(c2)OCO3)C[C@@H](OCCCCO)O1	i	i	42
33	Nc1ccccc1C#Cc1ccc2[nH]ccc2c1	i	i	23
34	CCOC(=O)[C@H](CCc1ccccc1)N[C@@H](C)C(=O)N1[C@H](C(=O)O)C[C@@H]2CCC[C@@H]21	i	i	58
35	O=C1c2ccccc2S(=O)(=O)c2cc(N3CCN(C(=O)c4ccccc4)CC3)ccc21	i	i	36
36	C[C@@H]1CC[C@]2(O[C@H](CCO)C[C@@H](O)[C@@H]2O)O1	i	i	34
37	CC(C)=CCC12Oc3cc(O)ccc3C1(O)Oc1cc3c(c(O)c1C2=O)C=CC(C)(C)O3 (stereo unspecified)	i	i	26
38	COC(=O)C1=C(C(=O)OC)[C@@H]2Nc3ccccc3[C@@]23C[C@@H](C(=O)OC)N(C(=O)c2cc(C)oc2C)C3=N1	i	i	26
39	C=CC[C@@H]1C=C(C)C[C@H](C)C[C@H](OC)[C@H]2O[C@@](O)(C(=O)C(=O)N3CCCC[C@H]3C(=O)O[C@H](/C(C)=C/[C@@H]3CC[C@@H](O)[C@H](OC)C3)[C@H](C)[C@@H](O)CC1=O)[C@H](C)C[C@@H]2OC	i	i	19
40	CC(C)=CCc1c(O)cc(O)c2c(=O)c3c(CC=C(C)C)c(O)ccc3oc12	i	i	27

# Compounds 15–37, reprinted for reference:
no.	molecule	Yfh1-depleted yeast	T cell modulator	T cell modulator vesicle-bound %
15	COCOc1cc(O)c(C(=O)/C=C/c2ccccc2)c(OCOC)c1	i	i	21
16	C[C@H](NC(CCc1ccccc1)C(=O)O)C(=O)N1CCC[C@H]1C(=O)O (stereo partly specified)	i	i	43
17	CCOC(=O)C1Nc2c(cc(C(F)(F)F)cc2[N+](=O)[O-])C2c3ccccc3CC12 (stereo unspecified)	i	i	22
18	CCOC(=O)C1Nc2ccc(C(F)(F)F)cc2C2C=CCC12 (stereo unspecified)	i	i	18
19	FC(F)(F)c1ccccc1C1=CC(c2ccccc2)n2ncnc2N1 (stereo unspecified)	i	i	38
20	O=C(c1ccc(C(F)(F)F)cc1)N1CCC(=O)N(C(CO)Cc2ccccc2)CC1 (stereo unspecified)	i	i	22
21	O=C(O)c1cc(-c2ccccc2)nn1CC1CC(c2cccnc2)=NO1 (stereo unspecified)	i	i	48
22	CC(C)(C)NCC(O)COc1cccc2[nH]c(=O)[nH]c12 (stereo unspecified)	i	i	28
23	CC(C)(C)NC(=O)[C@@H]1C[C@@H]2CCCC[C@@H]2CN1C[C@@H](O)[C@H](Cc1ccccc1)NC(=O)[C@H](CC(N)=O)NC(=O)c1ccc2ccccc2n1	i	i	58&21
24	CC(C)(C)OC(=O)N1CCC2(CC1)Oc1ccc(Cl)cc1C(=O)C21CC(c2ccc(Cl)cc2)=NO1 (stereo unspecified)	i	i	6
25	O=C1CCC[C@H]2c3[nH]c4ccccc4c3CCN12	i	i	17
26	COc1ccc(CNC(=O)C2(CC3CC(c4ccccc4)=NO3)CCNCC2)cc1 (stereo unspecified)	i	i	13
27	Nc1ccc(C(=O)O)cc1	i	i	19&28&37
28	COc1ccc(C(=O)c2c(-c3ccc(OC)cc3)oc3ccc(-c4ccc(OC)nc4)cc23)cc1	i	i	10
29	NC(Cc1c[nH]c2ccccc12)C(=O)Nc1ccccc1 (stereo unspecified)	i	i	32
30	O=C(NCc1cccnc1)[C@@H]1CC=C[C@@H]2CCN(Cc3ccccc3)C(=O)[C@@H]21	i	i	8
31	COC(=O)C[C@H]1c2cc(C(F)(F)F)ccc2S(=O)(=O)N1C(C)(C)C	i	i	6
32	O=C(NCc1ccccc1)C1=C[C@@H](c2ccc3c(c2)OCO3)C[C@@H](OCCCCO)O1	i	i	42
33	Nc1ccccc1C#Cc1ccc2[nH]ccc2c1	i	i	23
34	CCOC(=O)[C@H](CCc1ccccc1)N[C@@H](C)C(=O)N1[C@H](C(=O)O)C[C@@H]2CCC[C@@H]21	i	i	58
35	O=C1c2ccccc2S(=O)(=O)c2cc(N3CCN(C(=O)c4ccccc4)CC3)ccc21	i	i	36
36	C[C@@H]1CC[C@]2(O[C@H](CCO)C[C@@H](O)[C@@H]2O)O1	i	i	34
37	CC(C)=CCC12Oc3cc(O)ccc3C1(O)Oc1cc3c(c(O)c1C2=O)C=CC(C)(C)O3 (stereo unspecified)	i	i	26

# The list continues:
no.	molecule	Yfh1-depleted yeast	T cell modulator	T cell modulator vesicle-bound %
41	CCCCCCCCN1[C@@H](CC(=O)OCC)c2cc(F)ccc2S1(=O)=O	i	i	47
42	COc1ccc(-c2nc3c(s2)CCc2onc(-c4ccc(Br)cc4)c2-3)cc1	i	i	38
43	C[C@]12C(=O)N(c3ccc(Cl)cc3)C(=O)N1[C@@H]1c3ccccc3OC[C@@H]1[C@H]2c1ccccc1	i	i	23
44	CC[C@H](C)/C=C/C1=CC2=C(Cl)C(=O)[C@@]3(C)OC(=O)C(C(=O)[C@H](C)[C@@H](C)O)=C3C2=CO1	i	i	49
45	CC1(C)c2[nH]c3ccccc3c2C[C@H]2C(=O)N(Cc3ccc(F)cc3)C(=O)N21	i	i	22
46	C=CCN1C=C2C(=O)C(C)(OC(=O)c3cnc4ccccc4n3)C(=O)C=C2C=C1/C=C/COC (stereo unspecified)	i	i	16
47	COc1ccccc1Nc1nc(N2CCOCC2)nc(N2CCOCC2)n1	i	i	34&26
48	CCOC(=O)C[C@H]1c2cc(F)ccc2S(=O)(=O)N1Cc1ccc(OC)cc1	i	i	32
49	CC1=C[C@@H](C)[C@@H](c2ccccc2)OC1=O	i	i	32
50	COc1ccc(C#Cc2c(-c3ccsc3)oc3ccc(N4CCOCC4)cc23)cc1	i	i	12
51	O=C(OCCN1CCOCC1)C1(c2ccccc2)CCCCC1	i	i	25
52	C=C1CCN([C@@H](Cc2ccccc2)C(=O)NCc2ccc(Cl)cc2)S(=O)(=O)c2ccccc21	i	i	20
53	CC(C)(C)OC(=O)NCCCC1=CC2=CC(=O)C(C)(OC(=O)c3ccc(Cl)nc3)C(=O)C2=CO1 (stereo unspecified)	i	i	25
54	CCCc1nc2c(s1)CCc1onc(-c3ccc(OC)cc3)c1-2	i	i	26
55	O=C(NCCc1nc(-c2ccccc2)no1)c1ccccc1	i	i	26
56	Cc1ccc(Cn2c(CCNc3nc(-c4ccc(Cl)c([N+](=O)[O-])c4)cs3)nc3cc(Cl)c(Cl)cc32)cc1	i	i	10

# Record cards (already shown). Order of values: Yfh1-depleted yeast | T cell modulator | T cell modulator vesicle-bound %
# Shown for Cc1ccc(Cn2c(CCNc3nc(-c4ccc(Cl)c([N+](=O)[O-])c4)cs3)nc3cc(Cl)c(Cl)cc32)cc1 → i | i | 10
# Shown for CCCc1nc2c(s1)CCc1onc(-c3ccc(OC)cc3)c1-2 → i | i | 26

# The list continues:
no.	molecule	Yfh1-depleted yeast	T cell modulator	T cell modulator vesicle-bound %
57	COC(=O)C1=C(COc2ccccc2)NC(=O)NC1c1ccc2ccccc2c1 (stereo unspecified)	i	i	14
58	CC#CCN1c2ccccc2[C@]23C[C@@H](C(=O)OC)N(C(=O)c4ccc(Br)cc4)C2=NC(C(=O)OC)=C(C(=O)OC)[C@H]13	i	i	46
59	CC(C)C[C@H](NC(=O)[C@@H](O)[C@H](N)Cc1ccccc1)C(=O)O	i	i	13
60	C/C=C1\COC(C(=O)NCc2cccc(OC)c2OC)(C(F)(F)F)C=C1C=C1CCCCC1 (stereo unspecified)	i	i	18

# Screens deposited in PubChem by several laboratories.

# This is a subset; rates above refer to the full screens.
